MmCpn inh – M. maripaludis TRiC chaperonin inhibition | purified Mm-Cpn ATPase, ADP Transcreener TR-FRET | 330,000 tested, 0.031% active | AID 504842 | Potency, µM (titrated, usually from 76.9 µM), for inactives: top-dose activity, negative = inhibition, hits mostly inhibitors; active = well fitted inhibition curve with a large enough effect; inconclusive = small, poorly fitted or top-dose-only effect; also: nearly all actives have a fitted effect of over 80% in size
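Eu-cryptate anti-ADP/ADP-d2 competition gives a ratio inversely related to ADP. Enzyme at 25 nM was pre-exposed to compound for 10 min, then given 10 uM ATP for 30 min, 37°C throughout.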
An asterisk follows results filed as active; ? = inconclusive; [ ] = another dose, or the depositor's remark. % is scaled to controls: 0 for no effect and ±100 for the full control effect; potency is read from the fitted curve at half-maximal effect. The list is partial (hit frequency here may not be typical).

smiles,MmCpn inh
O=c1c2ccccc2oc2nc3ccn(Cc4ccncc4)c(=O)c3cc12,-3%
Cc1cc(N2CCN(C3CCCC3)CC2)n2ncc(-c3ccccc3)c2n1,0%
c1coc(-c2nnc(-c3ccc4c(c3)OCO4)o2)c1,-5%
CC(C)OC(=O)c1c(NC(=O)c2cnn3c2NC(c2ccccc2)CC3C(F)F)sc2c1CCCC2 (stereo unspecified),-3%
O=C(O)c1ccc(Cn2c(SCc3cc(=O)n4cc(Br)ccc4n3)nc3ccsc3c2=O)cc1,?
Cn1c(=O)c2[nH]c(-c3ccccc3O)nc2n(C)c1=O,-1%
COc1ccccc1Nc1nc(-c2sc(NC(=O)c3ccc([N+](=O)[O-])cc3)nc2C)cs1,-4%
COc1ccc(O[C@H]2C=C[C@@H](c3ccccc3)O[C@@H]2CO/N=C(\C)CCN2CCc3nc(-c4ccccc4)c(-c4ccccc4)cc3C2)cc1,0%
Cc1cc2cc(C)c3nnc(SCC(=O)N4CCCc5ccccc54)n3c2cc1C,0%
Cc1ccc2[nH]c(=O)c(CN(CC3CCCO3)C(=O)c3ccco3)cc2c1 (stereo unspecified),-2%
O=C1NN(c2ccccc2)C(=O)/C1=C/c1cccs1,-2%
CCN1C/C(=C\c2cccc(C)c2)c2nc3ccccc3c(C(=O)O)c2C1,2%

Exported as labelled records: part of the list above.
Cc1ccc2[nH]c(=O)c(CN(CC3CCCO3)C(=O)c3ccco3)cc2c1 (stereo unspecified)
  MmCpn inh: -2%

c1coc(-c2nnc(-c3ccc4c(c3)OCO4)o2)c1
  MmCpn inh: -5%

Cn1c(=O)c2[nH]c(-c3ccccc3O)nc2n(C)c1=O
  MmCpn inh: -1%

CC(C)OC(=O)c1c(NC(=O)c2cnn3c2NC(c2ccccc2)CC3C(F)F)sc2c1CCCC2 (stereo unspecified)
  MmCpn inh: -3%

(cont.)
smiles,MmCpn inh
O=C(CC1Oc2ccccc2NC1=O)NC1CC1 (stereo unspecified),0%
O=C1[C@@H]2[C@H](Cc3ccc(O)cc3)N[C@]3(C(=O)Nc4ccccc43)[C@@H]2C(=O)N1c1ccc(F)cc1,-21%[15.4 µM]
Cn1c(SCCC#N)nnc1-c1ccc(F)cc1,-2%
CCCN1C(=O)S/C(=C\c2ccc(N3CCOCC3)cc2C)C1=O,0%
O=C(c1cccnc1)N1CCC(c2nc3ccccc3[nH]2)CC1,-1%
CCc1cccc(NC(=O)CSc2nc3c(c(=O)[nH]2)CCCC3)c1,4%
COc1ccc(NC(=O)Cn2cnc3c(nnn3-c3ccc(C)cc3)c2=O)cc1,0%
CC(C)Cc1nc2oc3c(N4CCN(C)CC4)ncnc3c2c2c1CCCC2,-1%
Cc1ccccc1C(=O)NNC(=O)Nc1ccccc1,2%
Cc1cccn2c(=O)c3cc(C(=O)NCCCN4CCOCC4)n(C)c3nc12,0%
CC(C)OC(=O)CCC/C=C\C[C@@H]1[C@@H](CC[C@@H](O)CCc2ccccc2)[C@H](O)C[C@@H]1O,-1%
CN(C)CCNC(=O)Cc1c(C(=O)O)n(C)c2ccccc12,-1%

smiles,MmCpn inh
O=c1[nH]cc(N=Cc2cc([N+](=O)[O-])ccc2O)c(=O)[nH]1,0%
Cc1ccccc1NC(=O)COC(=O)c1cc(=O)c2ccccc2o1,1%
CC(=O)Nc1ccc(NC(=O)Cn2cc3c(n2)CCC(C)C3)cc1 (stereo unspecified),-3%
CCCOC(=O)c1ccc(NC(=O)c2cn(CC)c3nc(C)ccc3c2=O)cc1,0%
COc1ccc(N2CCN(C(=O)c3ccc4c(c3)NC(=O)C(CSCc3ccc(C)cc3)N4)CC2)cc1 (stereo unspecified),0%
CC(C)=CCC/C(C)=C/CCC(C)NCCN1CCNCC1 (stereo unspecified),2%
COc1ccc(N2C(=O)N(Cc3cccc(F)c3)c3ccccc3S2(=O)=O)cc1,0%
COc1ccc(CCn2c(C)ccc2C)cc1OC,-2%
CC(C)(C)C(=O)[C@@H]1[C@@H]2C(=O)N(Cc3ccccc3)C(=O)[C@@H]2[C@H]2c3ccccc3C=CN12,2%
CCCCNc1c(N)n(CCCC)c(=O)[nH]c1=O,1%
O=C(NC1CCCCC1)c1ccc(Cl)c(NC(=O)c2ccccc2F)c1,-2%
CN1CCc2c(sc(NC(=O)c3ccc(S(=O)(=O)N4CCc5ccccc54)cc3)c2C(N)=O)C1,-8%

smiles,MmCpn inh
CCOC(=O)c1c(C)[nH]c(C(=O)Nc2ccc(C)c(Cl)c2)c1C,1%
O=c1c2ccccc2oc2nc(-c3cccs3)n(CCc3ccccc3)c(=O)c12,-20%
CC1(C)CC(=O)C2=C(C1)OC1=C(C(=O)CC(C)(C)C1)C2(C)C,-1%
CCOC(=O)C1CCN(C(=O)c2cn(-c3ccccc3)nc2-c2cccnc2)CC1,0%
CC(C)(C)NC(=O)CN(Cc1ccc2c(c1)OCO2)C(=O)CNC(=O)c1cccs1,-2%
CCc1ccc(NC(=S)NNC(=O)c2ccccc2OC(F)F)cc1,-3%
COc1ccc(NC(=O)C2CCN(S(=O)(=O)c3cccc4cccnc34)CC2)cc1OC,2%
COc1ccc(O[C@H]2C=C[C@@H](c3ccccc3)O[C@@H]2COC(=O)CC/C(C)=N/OC[C@@H](O)COCc2ccco2)cc1,0%
CN(CCO)c1nc(N)c2c(N)nc3c(c2c1C#N)CC(=O)N3C1CCCC1,-1%
CCOC(=O)N1CCC(NC(=O)C(NC(=O)C2CCCCC2)C(C)C)CC1 (stereo unspecified),-5%
CCOc1ccc(NC(=O)CN2CCC(NC(=O)C3CCCCC3)CC2)cc1,0%
COc1ccc(/C=N/n2cnc3c([nH]c4ccccc43)c2=O)cc1COc1ccccn1,-4%

Four entries from above, arranged by their value in MmCpn inh, high to low.
smiles,MmCpn inh
COc1ccc(NC(=O)C2CCN(S(=O)(=O)c3cccc4cccnc34)CC2)cc1OC,2%
CCOc1ccc(NC(=O)CN2CCC(NC(=O)C3CCCCC3)CC2)cc1,0%
COc1ccc(/C=N/n2cnc3c([nH]c4ccccc43)c2=O)cc1COc1ccccn1,-4%
CCOC(=O)N1CCC(NC(=O)C(NC(=O)C2CCCCC2)C(C)C)CC1 (stereo unspecified),-5%

Three consecutive compounds already listed, quoted:
smiles,MmCpn inh
O=c1c2ccccc2oc2nc3ccn(Cc4ccncc4)c(=O)c3cc12,-3%
Cc1cc(N2CCN(C3CCCC3)CC2)n2ncc(-c3ccccc3)c2n1,0%
c1coc(-c2nnc(-c3ccc4c(c3)OCO4)o2)c1,-5%

New compounds follow:
smiles,MmCpn inh
Cc1nn(C)cc1CNC(=O)C1C2CCC(O2)C1C(=O)O (stereo unspecified),1%
O=C1C=CC(=O)N1c1ccc(Sc2ccc([N+](=O)[O-])cc2)cc1,-4%
Cc1ccnc(NC(=O)CCCOc2ccc(Cl)cc2C)c1,3%
COc1ccc(COC(=O)c2ccc3c(=O)n4c(nc3c2)CCC4)cc1F,-2%
COc1ccc(/C(C)=N\NC(=O)c2ccc3c(c2)OCO3)cc1OC,1%
O=C1CC(c2ccccc2Cl)c2c(sc3c(=O)[nH]c(CCl)nc23)N1 (stereo unspecified),0%
Cc1cc(=O)[nH]c2c(C)c(Cl)ccc12,0%
CC(C)(C)C(C(Oc1ccc(Cl)cc1)n1cncn1)n1nnnc1C(c1cccc(Cl)c1)N1CCCCC1 (stereo unspecified),-1%
CN(C)c1ccc(CNCCC2CCOC(C)(C)C2)cc1 (stereo unspecified),-2%
Cn1c(SCC(=O)Nc2cc(=O)n(C)c(=O)n2C)nnc1-c1cccs1,1%
CCc1nnc(NC(=O)CSc2ccc(-c3ccc(F)cc3)nn2)s1,1%
CCCCc1ccc(NC(=O)COc2ccc(C(=O)Nc3ccccc3C)cc2)cc1,1%

smiles,MmCpn inh
O=C1NC(Cc2ccccc2)c2nc3cc(F)ccc3c(=O)n2-c2cc(Cl)ccc21 (stereo unspecified),1%
Cc1ccc2c(C(=O)CN3CC(C)CC(C)C3)c(C)[nH]c2c1 (stereo unspecified),0%
CCOc1ccc(N(CC(=O)NC(C)CC)S(=O)(=O)c2c(C)noc2C)cc1 (stereo unspecified),-1%
COc1cc2c(cc1OC)C(c1cc3cccc(C)c3[nH]c1=O)N(C(=O)c1ccco1)CC2 (stereo unspecified),-8%
CCn1c2ccccc2c2cc(C3C(C#N)=C(N)OC4=C3C(=O)CC(C)(C)C4)ccc21 (stereo unspecified),-1%
CSC1=C(C#N)C(c2cccs2)CC(=O)N1C (stereo unspecified),0%
COc1ccc([C@]23Cc4c(ccc5ccccc45)C(O2)C2=C(CC4(CCCCC4)OC2=O)O3)cc1,0%[15.4 µM]
CCc1ccc(OCC(=O)N/N=C2\CC(=O)c3ccccc32)cc1,-6%
O=C1[C@@H]2Cc3c([nH]c4ccccc34)[C@@H](c3ccccc3)N2C(=O)[C@@H]2Cc3c([nH]c4ccccc34)[C@@H](c3ccccc3)N12,-2%
Cc1sccc1C1C(C#N)=C(N)SC(N)=C1C#N,-7%
CCOC(=O)c1nnn(-c2nc(OC)nc(N3CCCCC3)n2)c1-c1ccccc1,1%
COc1ccc(C)cc1NC(=O)c1ccc(-c2ccc(C(C)=O)cc2)o1,-5%

smiles,MmCpn inh
CCCn1c2c(c(O)c(C(=O)Nc3ccccn3)c1=O)CCCC2,1%
C/C(N)=C(/C#N)C(=O)CSc1nc2ccccc2c(=O)n1-c1ccc(C)cc1,0%
CCSc1nnc2n(N)c(=O)c3ccccc3n12,3%
CCCCCOc1ccc(/C=c2\sc3ncnn3c2=O)cc1,-2%
CC(/C=C/c1ccc2c(c1)OCO2)=N/NC(=O)C1COc2ccccc2O1 (stereo unspecified),2%
COc1cc2c(cc1OC)C(Cc1ccc(O)c(Oc3ccc(C[C@H]4c5cc(OC)c(OC)cc5CCN4C)cc3)c1)N(C)CC2 (stereo partly specified),-1%
O=C(CSc1nc2[nH]ncc2c(=O)n1-c1ccccc1)N1CCCCCC1,2%
O=C1CCCC2=C1C(c1c(Cl)nc3sccn13)C1=C(CCCC1=O)N2,-4%
COc1cc(N2CCCC2)c(OC)cc1/C=c1/sc2nc3ccccc3n2c1=O,1%
CC(=O)Nc1nc2c(c3c1c(=O)oc1ccccc13)CC(C)CC2 (stereo unspecified),-5%
ONc1cccnc1-n1nc(C(F)(F)F)cc1C(F)(F)F,1%
O=C(OCCC1Oc2cccnc2NC1=O)c1ccc([N+](=O)[O-])cc1 (stereo unspecified),-3%

Next section; the last 2 above are carried over.
smiles,MmCpn inh
ONc1cccnc1-n1nc(C(F)(F)F)cc1C(F)(F)F,1%
O=C(OCCC1Oc2cccnc2NC1=O)c1ccc([N+](=O)[O-])cc1 (stereo unspecified),-3%
N#CC1=C(N)C(C#N)(C#N)C(c2cccnc2)C2CCCC=C12 (stereo unspecified),-3%
CCc1cc(=O)oc2cc(OCC(=O)N3CCc4ccccc43)ccc12,0%
CO[C@H]1C=CO[C@@]2(C)Oc3c(C)c(O)c4c(O)c(c5c(c4c3C2=O)NC2(CCN(CC(C)C)CC2)N=5)=NC(=O)C(C)=CC=C[C@H](C)[C@H](O)[C@@H](C)[C@@H](O)[C@@H](C)[C@H](OC(C)=O)[C@@H]1C,-4%
Cc1ccc2c(c1)-n1c(nc3ccccc3c1=O)C(CC(C)C)NC2=O (stereo unspecified),-4%
N#Cc1c(Cl)nc(-c2cccnc2)nc1-c1ccccc1,1%
CC[n+]1c(C)sc2sc3ccccc3c21,0%
CC(C)C(C)NC(=O)COC(=O)c1cc(S(=O)(=O)N(C)C)ccc1N1CCCC1 (stereo unspecified),-1%
O=C(CSc1ncnc2c1cnn2CCc1ccccc1)Nc1ccc(F)cc1,0%

From PubChem BioAssay
